# KCNK9 block = KCNK9 potassium channel inhibitors, primary screen, HEK293 cells, thallium flux; B-score at 10 µM; hit rate 1.2% among 310,000; FluxOR thallium flux fluorescence; stronger effect = lower value; Potassium channel subfamily K member 9 (Homo sapiens), Q9NPC2;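 active = ratio B-score over 3 SD below the library mean, with starting fluorescence within 5 SD of its mean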;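 also: negative B-score means less thallium flux so channel inhibition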
# Target sequence (Q9NPC2 whole entry, looked up): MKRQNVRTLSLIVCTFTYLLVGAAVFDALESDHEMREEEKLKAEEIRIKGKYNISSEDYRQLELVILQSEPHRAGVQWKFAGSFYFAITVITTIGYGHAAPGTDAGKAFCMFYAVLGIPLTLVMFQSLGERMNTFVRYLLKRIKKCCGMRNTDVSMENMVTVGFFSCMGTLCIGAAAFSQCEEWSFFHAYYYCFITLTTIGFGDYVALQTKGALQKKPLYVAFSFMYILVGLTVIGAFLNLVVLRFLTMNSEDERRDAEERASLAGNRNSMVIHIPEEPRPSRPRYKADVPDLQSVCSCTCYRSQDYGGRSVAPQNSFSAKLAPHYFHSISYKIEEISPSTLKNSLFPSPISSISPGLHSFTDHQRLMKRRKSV
# KCNK3 inh = human KCNK3 channel inhibitors, primary screen, CHO cells, FluxOR thallium flux, B-score. Potassium channel subfamily K member 3 (Homo sapiens), O14649. FluxOR fluorescence; stronger effect = lower value. B-score at 10 µM. hit rate 0.84% among 340,000. AID 602410, 2012;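 active = B-score under library mean minus 4 SD, starting fluorescence ratio at most library mean plus 5 SD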;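 also: more negative B-score means stronger inhibition of thallium flux through KCNK3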
# Dyrk1A ADPGlo = rat Dyrk1A kinase inhibitors, primary screen, biochemical, single point, plate reader; Dual specificity tyrosine-phosphorylation-regulated kinase 1A (Rattus norvegicus), Q63470; hit rate 0.43% among 310,000; inhibition, % at 12.5 µM; ADP-Glo luminescence, NFATc1 peptide; in the data active = inhibition above about 50%;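 also: plate controls were vehicle with enzyme for no effect and no enzyme for full effect; many of its hits are not listed in these tables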
# TRPC4 potent = positive allosteric modulators of TRPC4, primary screen, cell-based, mouse TRPC4beta, HEK293 mu-opioid, Fluo-4 calcium | Short transient receptor potential channel 4 (Mus musculus), Q9QUQ5 | DAMGO EC20, Fluo-4 Ca2+ flux; stronger effect = higher value | B-score at 10 µM | hit rate 0.42% among 310,000 | AID 2227, 2009;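 active = B-score of calcium response area above 5 SD of library B-scores, with initial fluorescence ratio within 5 SD of library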;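 also: B-score of integrated fluorescence ratio over time as area under calcium response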
# HDAC3 inh = HDAC3 deacetylase inhibitors, primary screen, biochemical, fluorescence, cell-free homogeneous. AID 2718, 2010. Histone deacetylase 3 (Homo sapiens), O15379. inhibition, % at 8.3 µM. hit rate 0.15% among 320,000. recombinant HDAC3, fluorogenic peptide/trypsin coupled; in the data active = inhibition above about 26%, passing the limit was not always enough
# KCNQ1 inh = inhibitors of human KCNQ1 channel, primary screen, cell-based, thallium flux, high-throughput | Potassium voltage-gated channel subfamily KQT member 1 (Homo sapiens), P51787 | CHO-K1 KCNQ1, FluxOR thallium flux fluorescence; stronger effect = higher value | B-score at 10 µM | hit rate 1.3% among 310,000 | AID 2642, 2010;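 active = compounds whose thallium flux B-score, printed positive for inhibition, exceeds three library SD while starting fluorescence stays within three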;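 also: channel opened by potassium depolarization with thallium stimulus after 20 min compound exposure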
# Target sequence (P51787 whole entry, looked up): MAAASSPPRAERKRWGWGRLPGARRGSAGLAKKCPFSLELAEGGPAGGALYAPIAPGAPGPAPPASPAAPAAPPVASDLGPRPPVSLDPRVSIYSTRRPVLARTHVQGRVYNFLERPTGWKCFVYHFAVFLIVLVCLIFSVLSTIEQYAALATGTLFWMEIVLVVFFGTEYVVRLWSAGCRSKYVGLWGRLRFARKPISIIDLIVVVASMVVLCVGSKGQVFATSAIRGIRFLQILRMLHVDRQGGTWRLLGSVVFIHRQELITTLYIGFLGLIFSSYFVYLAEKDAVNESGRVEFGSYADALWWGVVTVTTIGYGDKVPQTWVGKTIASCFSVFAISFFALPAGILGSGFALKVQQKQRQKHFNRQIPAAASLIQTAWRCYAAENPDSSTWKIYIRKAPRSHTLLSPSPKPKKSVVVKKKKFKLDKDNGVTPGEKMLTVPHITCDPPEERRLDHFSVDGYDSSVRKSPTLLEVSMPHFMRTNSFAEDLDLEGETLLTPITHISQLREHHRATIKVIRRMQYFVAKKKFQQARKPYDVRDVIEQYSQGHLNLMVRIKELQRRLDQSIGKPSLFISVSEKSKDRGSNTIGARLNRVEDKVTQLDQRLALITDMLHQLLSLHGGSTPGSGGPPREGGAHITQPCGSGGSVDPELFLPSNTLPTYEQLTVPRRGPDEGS
# ANO1 block = TMEM16A chloride channel inhibitors, primary screen, cell-based, HTS. normalized B-score (activity score, 25-100; higher = stronger inhibition) at 10 µM. AID 588511, 2011. hit rate 1.2% among 310,000. Anoctamin-1 (Mus musculus), Q8BHY3. HEK293 TMEM16A/YFP iodide influx fluorescence, ionomycin;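 active = ratio plate-corrected score three or more library SD toward inhibition, starting fluorescence score within five deviations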;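 also: score derived from kinetic fluorescence span divided by baseline fluorescence per well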
# ANO1 activ = TMEM16A chloride channel activators or potentiators, primary screen, cell-based, HTS; Anoctamin-1 (Mus musculus), Q8BHY3; HEK293 TMEM16A/YFP-H148Q/I152L, iodide quench fluorescence; stronger effect = lower value; B-score at 10 µM; hit rate 0.3% among 340,000; AID 623877, 2012;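 active = fluorescence-ratio B-score plate-corrected deviation score at least 3 library SD below zero, with starting fluorescence score within 5 deviations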;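 also: channel opened by trigger with iodide after compound preincubation; score built on the fluorescence ratio of max minus min over baseline; more negative score means more quench and so TMEM16A activation or potentiation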
# KCNQ1 act = potentiators or activators of KCNQ1 channel, primary screen, cell-based, thallium flux, high-throughput | Potassium voltage-gated channel subfamily KQT member 1 (Homo sapiens), P51787 | CHO-K1 KCNQ1, thallium flux FluxOR fluorescence; stronger effect = higher value | hit rate 0.35% among 310,000 | AID 2648, 2010 | B-score at 10 µM;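 active = fluorescence ratio B-score, a plate-corrected score, at least three library SD, with initial intensity B-score within 5 SD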
#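 Assay system: CHO-K1 cells stably expressing KCNQ1. Medium: assay buffer for compound exposure, DMSO matched across wells. Timing: 37 °C overnight plating, 90-min dark dye load, 20-min compound pretreatment. Signal: kinetic FluxOR fluorescence, 10 s baseline plus 110 s post-stimulus.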
# hERG protect = hERG rescue from dofetilide block, primary screen, cell-based, CHO-hERG, FluxOR thallium flux, dofetilide IC70 | activation (rescue from dofetilide block), less the hit threshold, % at 10 µM | dofetilide IC70 present | hit rate 0.51% among 310,000;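 active = activation above the mean of controls blocked by dofetilide plus 5 SD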;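 also: thallium influx through hERG after potassium depolarization seen as dye fluorescence rise; in these data hits start at about 4.7%; inactives centre near -7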
# TRPC4 agonist = activators of mouse TRPC4 channel, primary screen, Fluo4 calcium, HEK293 TRPC4beta/mu-opioid cells; Short transient receptor potential channel 4 (Mus musculus), Q9QUQ5; Fluo4 calcium fluorescence; stronger effect = higher value; B-score at 10 µM; hit rate 0.49% among 310,000; AID 2237, 2010;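 active = B-score above 5 SD of library B-scores, and initial fluorescence ratio not above library mean plus 5 SD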;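 also: positive B-score marks a calcium rise read as TRPC4 activation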
#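 System: HEK293 cells stably co-expressing mouse TRPC4beta and mu-opioid receptor; Schedule: Fluo4 dye loading 45 min at room temperature, 110 s recording; Detection: Fluo4 fluorescence, kinetic; Evaluation: B-scored integrated calcium fluorescence ratio; Controls: buffer (low) and maximal DAMGO (high).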
# Active calls of the source: *; i = inactive; x = not tested or not shown.
SMILES,KCNK9 block,KCNK3 inh,Dyrk1A ADPGlo,TRPC4 potent,HDAC3 inh,KCNQ1 inh,ANO1 block,ANO1 activ,KCNQ1 act,hERG protect,TRPC4 agonist
C/C=C/c1ccc(OCCCCN2CCC(C)CC2)c(OC)c1,i,i,x,i,4,i,i,i,i,-9,i
N#Cc1ccc(-c2csc(NC(=O)c3ccc(S(=O)(=O)N4CCc5ccccc5C4)cc3)n2)cc1,i,i,-7,i,-4,i,i,i,i,-10,i
O=C(CSc1nnnn1C1CCCCC1)Nc1ccccc1F,i,i,2,i,1,i,i,i,i,-12,i
CCC(=O)Nc1cccc(-c2cc3ccccc3oc2=O)c1,i,i,4,i,10,i,i,i,i,-3,i
O=C(NC(=S)Nc1ccccc1O)c1ccc(-c2ccc(Cl)cc2)o1,i,i,3,i,11,i,i,i,i,-12,i
CCN1CCN(CC(=O)Nc2ccccc2)C(=O)C1=O,i,i,3,i,-1,i,i,i,i,-7,i
COc1ccc(Cc2nnc(NC(=O)c3cccc([N+](=O)[O-])c3C)s2)cc1,i,i,2,i,-6,i,i,i,i,-6,i
CCOc1ccc(NC(=O)C(C)O)c(NS(=O)(=O)c2ccc(CCNC(C)=O)cc2)c1 (stereo not drawn),i,i,0,i,2,i,i,i,i,-8,i
COc1ccc(NS(=O)(=O)c2cccc(C(=O)NNC(=O)c3cccn3C)c2)cc1,i,i,-8,i,4,i,i,i,i,-10,i
Cc1ccc(N2C(=O)C(Cl)=C(Nc3c(C)n(C)n(-c4ccccc4)c3=O)C2=O)cc1,i,i,4,i,9,i,i,i,i,-7,i
Brc1ccc([C@H]2CN3CCSC3=N2)cc1,i,i,11,i,-2,i,i,i,i,-8,i
O=c1cc(CN2CCN(c3ccccc3)CC2)c2c(ccc3ccccc32)o1,i,i,28,i,2,i,i,i,i,-7,i
Cc1ccc(Oc2nnc(-c3cccs3)c3ccccc23)cc1,i,i,5,i,-4,i,i,i,i,-2,i
O=C(COC(=O)CC1CC2CCC1C2)NC(=O)NCc1ccco1 (stereo not drawn),i,i,-1,i,5,i,i,i,i,-7,i
O=c1cc(O)c2ccccc2n1Cc1ccccc1F,i,i,x,i,-6,i,i,i,i,-11,i
CCCn1c(-c2ccncc2)n[nH]c1=S,i,i,2,i,1,i,i,i,i,-2,i
O=C(O)c1ccccc1C(=O)c1ccc2c(c1)N(Cc1cccc(F)c1)C(=O)CO2,i,i,8,i,-2,i,i,i,i,-9,i
Cc1cc(OCc2nnc(SCC(=O)OC3CCCCC3)o2)ccc1Cl,i,i,3,i,9,i,i,i,i,-10,i
NS(=O)(=O)c1ccc(NC(=O)COc2ccc(Cl)cc2)cc1,i,i,1,i,-1,i,i,i,i,-6,i
Brc1cc(Br)c2ncnc(N3CCCCC3)c2c1,i,i,25,i,-10,i,i,i,i,-9,i
CCc1nc(CN(C)C(=O)C2CCC(=O)N(Cc3cccc(F)c3)C2)no1 (stereo not drawn),i,i,-5,i,-7,i,i,i,i,-8,i
O=C(NC1CCN(C(=S)NCCc2ccccc2)CC1)C1CCCCC1,i,i,-1,i,-3,i,i,i,i,-5,i
COc1ccccc1NC(=O)C1=C(C)NC(=O)NC1c1cc(C)cs1 (stereo not drawn),i,i,-1,i,5,i,i,i,i,-9,i
COc1ccc(CCNC(=O)C(=O)NCC2CCCO2)cc1OC (stereo not drawn),i,i,2,i,-7,i,i,i,i,3,i
O=C(NC1C2CC3CC(C2)CC1C3)C1CC1 (stereo not drawn),i,i,4,i,-1,i,i,i,i,-3,i

# Additional results
SMILES,KCNK9 block,KCNK3 inh,Dyrk1A ADPGlo,TRPC4 potent,HDAC3 inh,KCNQ1 inh,ANO1 block,ANO1 activ,KCNQ1 act,hERG protect,TRPC4 agonist
Cc1ccc(Oc2nc3c(c(=O)n(C)c(=O)n3C)n2C)cc1C,i,i,6,i,-10,i,i,i,i,-6,i
COCCn1c(Cc2ccccc2)nnc1SCC(=O)NC1CC1,i,i,-4,i,-15,i,i,i,i,-6,i
O=C(CCN1CCCCC1=O)NC1CCCN(Cc2ccc(Cl)cc2)C1 (stereo not drawn),i,i,-4,14*,-3,i,i,i,i,-5,i
CCn1c(=O)oc2cc(NC(=O)CCl)ccc21,i,i,6,i,-1,i,i,i,i,-12,i
CN1CCN(S(=O)(=O)c2cccc(C(=O)Nc3ccc(Br)cc3Br)c2)CC1,i,i,2,i,-2,i,i,i,i,-5,i
O=C(Cc1ccc(Br)cc1)OCC(=O)N1CCc2ccccc2C1,i,i,12,i,-1,i,i,i,i,-2,i
CC(C)(C)c1ccc(Cn2nc(CC(=O)O)c3ccccc3c2=O)cc1,i,i,4,i,1,i,i,i,i,3,i
CC(=O)c1cccc(NC(=O)c2ccc(N(C)S(=O)(=O)c3ccc(C)cc3)cc2)c1,i,i,6,i,-3,i,i,i,i,-10,i
C/C(CC(=O)Nc1ccc([N+](=O)[O-])cc1)=N/NC(=O)C1C2CCCCC21 (stereo not drawn),i,i,-2,i,-1,i,i,i,i,-15,i
COc1cc(/C=C/C(=O)O)ccc1OS(=O)(=O)c1cc(C)ccc1C,i,i,x,i,3,i,i,i,i,-2,i
COc1ccc(OCC(=O)Nc2cc(S(=O)(=O)N3CCCCC3)ccc2OC)cc1,i,i,-1,i,3,i,i,i,i,-10,i
CCOC(=O)C1CCCN(C(=O)Cc2ccc(C)cc2)C1 (stereo not drawn),i,i,-6,i,2,i,i,i,i,-5,i
O=C(CC(c1ccccc1)c1ccccc1)NCCOCc1ccccc1,i,i,6,i,5,i,i,i,i,-8,i
COc1ccc(CNC(=O)COc2cc3c(c4oc(=O)cc(C)c24)CCC(C)(C)O3)cc1OC,i,i,5,i,-25,i,i,i,i,-19,i
CC(C)Cn1c(Cc2ccccc2)n[nH]c1=S,i,i,0,i,-13,i,100*,i,i,-11,i
CCC1CSC(=Nc2ccc(C)cc2)N1C(=O)CN1C(=O)NC2(CCCC2)C1=O (stereo not drawn),i,i,-4,i,7,i,i,i,i,-11,i
Cc1ccc(C(=O)NC2(C(F)(F)F)N=C3SCCN3C2=O)cc1 (stereo not drawn),i,i,-1,i,-8,i,i,i,i,-2,i
CC(=O)NC1C(=O)N=C(SCc2ccccc2)NC1=O (stereo not drawn),i,i,-8,i,-5,i,i,i,i,-7,i
Cc1cccc(NC(=O)c2ccc(F)c(S(=O)(=O)NCc3ccco3)c2)c1,i,i,-2,i,2,i,i,i,i,-14,i
CC(=O)/C(=N/Nc1ccccc1)N1CCOCC1,i,i,2,i,5,i,i,i,i,-10,i
C=CCOc1ccc2c(OC)c3ccoc3nc2c1OC,i,i,2,i,-52,i,i,i,i,-11,i
O=C(Nc1nccs1)c1ccc(NC(=O)c2ccco2)cc1,i,i,3,i,2,i,i,i,i,-14,i
COc1ccccc1-c1nc(C(F)(F)F)c(OC)o1,i,i,7,i,1,i,i,i,i,-6,i
COc1cccc(CN2CCN(Cc3nc(-c4cccs4)oc3C)CC2CCO)c1 (stereo not drawn),i,i,2,i,-2,i,i,i,i,-7,i
Cc1nonc1NC(=O)c1ccccc1Br,i,i,-2,i,-6,i,i,i,i,1,i

# Next structures follow:
SMILES,KCNK9 block,KCNK3 inh,Dyrk1A ADPGlo,TRPC4 potent,HDAC3 inh,KCNQ1 inh,ANO1 block,ANO1 activ,KCNQ1 act,hERG protect,TRPC4 agonist
Cc1ccc(OCC(=O)Nc2sc3c(c2C#N)CCC3)cc1C,i,i,0,i,-3,i,i,i,i,-5,i
C#CCONC(=O)c1cc(OCC(F)(F)F)ccc1OCC(F)(F)F,i,i,3,i,3,i,i,i,i,-6,i
Oc1[nH]c2ccccc2c1N=Nc1c(F)c(F)c(Cl)c(F)c1F,i,i,-2,i,-8,i,i,i,i,-5,i
CC1=NN(C(=O)c2ccc(Cn3cc([N+](=O)[O-])cn3)cc2)C(O)(C(F)(F)F)C1 (stereo not drawn),i,i,0,i,-2,i,i,i,i,-1,i
Cn1c(Cl)cnc1C1CC(=O)c2cc(Cl)ccc2O1 (stereo not drawn),i,i,3,i,-3,i,i,i,i,0,i
COc1ccccc1C(=O)Nc1ccc(C2=NNC(=O)CC2C)cc1 (stereo not drawn),i,i,8,i,0,i,i,i,i,-3,i
COc1cc2cc(CN(Cc3cccnc3)C(=O)NCc3ccccc3)c(=O)[nH]c2cc1OC,i,i,11,i,-22,i,i,i,i,-14,i
COc1cccc(NC(=O)c2sc3ncn(CC(=O)N4CCN(c5ccccn5)CC4)c(=O)c3c2C)c1,i,i,2,i,-1,i,i,i,i,-10,i
COc1ccc(NC(=S)N2CCN(c3ccccc3)CC2)c(OC)c1,i,i,x,i,-8,i,i,i,i,0,i
O=C1OC(/C=C/c2ccccc2)=NC/1=C/c1ccco1,i,i,-8,i,18,i,i,i,i,-4,i

# A portion of the library. The share of hits here may be higher or lower than overall.
